# Cneo AK release: causes C. neoformans cell lysis | adenylate kinase release luminescence, 4 h; normalised: neutral wells 0, clomiphene wells 100 | lysis activity, % at 15 µM | 360,000 compounds, 0.2% hits;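 active = mean lysis activity across replicates of at least 80%, whatever share of replicates individually reach that level; inactive = mean lysis activity below 80%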
#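 Assay system: C. neoformans cells. Amount: yeast cell density of 5 × 10^6 cells/mL. Technique: AK luminescence. Buffer or medium: YPD. Times: static 4 h at 37 °C with compound, 1 h detection. Dosing: single-point compound dose. Read-out: lysis from increased AK signal.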
# F508del corr: CFTR F508del correction in bronchial cells; 350,000 compounds, 0.36% hits; AID 720511; CFBE cells, YFP halide quenching; stimulated with forskolin plus potentiator P3; % fluorescence drop versus neutral controls; activity (quench increase), % at 7.58 µM;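 active = mean added fluorescence quench of at least 8% versus neutral control, with both replicates also reaching 8%; inconclusive = only one of the mean or replicate conditions met; inactive = mean below 8% and not both replicates reaching 8%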;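 note: cells transiently co-express mutant CFTR-F508del with the halide-sensitive YFP; corrector assay measuring rescue of mutant channel to the surface after 24 h compound exposure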
# C2C12 statin: protects C2C12 myotubes from simvastatin toxicity; 330,000 compounds, 0.78% hits; rescue of ATP level, % at 7.49 µM; ATP luminescence, 48 h; scaled: DMSO 0, geranylgeraniol control 100;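 active = mean ATP rescue above about 67%, or every replicate alone reaching that limit, limit read from the data, passing the limit was not always enough; inconclusive = no clear call, values can overlap the other calls; inactive = mean under the limit and some replicate under it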;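 note: myotubes were challenged with 10 µM simvastatin during compound exposure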
# PGC1a acetyl inh: modulators of PGC1a acetylation. U2OS PGC1a acetylation, AlphaScreen anti-acetyl-lysine; with virally co-expressed GCN5 acetyltransferase. inhibition, % at 15.6 µM. 350,000 compounds, 0.17% hits;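 active = every replicate shows inhibition of at least 40%; inconclusive = mean inhibition at least 40% but some replicate below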;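 note: 0% = neutral control wells and 100% = positive control wells; some results beyond the cut were filed as inactive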
# PglD DTNB: inhibitors of Campylobacter jejuni PglD acetyltransferase. purified PglD enzyme, DTNB colorimetric CoA detection. inhibition, % at 12.5 µM. 360,000 compounds, 0.098% hits. AID 602405; in the data active = inhibition above about 16%, passing the limit was not always enough; inconclusive = no clear call, values can overlap the other calls; note: strong numbers were not always called active
# miR-122 sensor: blocks miR-122 activity in Huh7 sensor cells | Huh7 miR-122 Renilla luciferase sensor, 48 h; neutral wells = 0, positive control = 100 | activation (reporter increase), % at 12.5 µM | 340,000 compounds, 0.3% hits | AID 602342;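 active = mean replicate activation score at least 90 and every replicate individually at or above 90; inconclusive = only one of the two criteria met; inactive = neither criterion met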;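 note: higher luciferase means less miR-122 activity so hits act as miR-122 inhibitors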
# FN deposit inh: fibronectin deposition inhibition | AH1F fibroblasts, Alexa488-fibronectin deposition fluorescence, overnight | inhibition, % at 12.6 µM | 350,000 compounds, 0.086% hits | AID 743247;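 active = mean inhibition across replicates of 30% or more, regardless of how many single replicates reach that level; inconclusive = mean under 30% yet at least half of replicates reach 30%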;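 note: positive control wells lacked labelled fibronectin entirely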
#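 material = AH1F fibroblast monolayer depositing Alexa488-labelled fibronectin into matrix | amount = 10000 AH1F cells/well | buffer or medium = DMEM plus 2% serum, read in PBS | incubation = 1 h cell adhesion before compound, then overnight fibronectin incubation | detection = fluorescence at 485 nm excitation, 525 nm emission | evaluation = percent inhibition as loss of matrix-bound fibronectin fluorescence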
# INS-1E GSIS act: primary screen for activators of insulin secretion dependent on glucose, INS-1E cells, GLuc reporter luminescence | INS-1E GLuc reporter insulin secretion, 2-3 h | activation, % at 16.6 µM | 370,000 compounds, 0.61% hits | AID 743287;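 active = lowest replicate activation of at least 40%, so every replicate reaches that level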;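 note: 0% = median of neutral control wells and 100% = median of IBMX positive control wells; some compounds called inactive have numbers as strong as hits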
# Active calls of the source: *; u = inconclusive; x = no result given; [ ] = another dose, or the depositor's remark.
SMILES,Cneo AK release,F508del corr,C2C12 statin,PGC1a acetyl inh,PglD DTNB,miR-122 sensor,FN deposit inh,INS-1E GSIS act
COC(=O)c1ccc(NC(=O)Cn2cnc3c(nnn3-c3cccc(OC)c3)c2=O)cc1,0,-4.0,-1,-11,2,-6,-4,0
O=C(C1CCC(=O)N(C2CC2)C1)N1CCN(c2ccc(Cl)cc2)CC1 (stereo not given),-4,2.1,0,x,-3,x,-17,3
CCOC(=O)CC(NC(=O)c1ccco1)c1ccc(OC)cc1 (stereo not given),0,x,x,-7,8,x,-43,x
Nc1ccc2oc(=O)c(-c3ccccc3)cc2c1,0,-3.2,0,3,-1,-2,-7,5
CCOc1ccc2oc(C(=O)Nc3ccc(N4CCOCC4)cc3)c(C)c2c1,-1,x,-12,12,4,-8,-19,x
O=C(CCCNC(=O)c1ccc(Cl)cc1)Nc1ccc(F)c(S(=O)(=O)N2CCOCC2)c1,-7,-1.8,6,-1,0,9,16,-8
CN(C)C(=O)[C@H]1[C@H](CO)[C@H]2Cn3c(ccc(-c4ccccc4)c3=O)[C@H]2N1Cc1ccccc1F,1,-2.7,8,x,2,4[16.7 µM],x,0
COc1ccc(Nc2nc(NCc3cccs3)nc3ccsc23)cc1OC,-3,1.4,-38,x,-1,-4,10,48*
Cc1ccc2cccc(CC(=O)NN)c2c1,1,1.8,7,x,0,12,-1,14
Cn1c(CS(=O)Cc2c(Cl)cccc2Cl)nnc1SCc1ccc(Cl)cc1 (stereo not given),x,x,x,10,x,2,9,-34
Nc1cc(=O)[nH]c(SCC(=O)N2CCc3ccccc3C2)n1,2,x,9,-7,0,-7,x,x
CN1C(=O)c2cc(NC(=O)c3ccc(F)c(F)c3)ccc2OC[C@H]2O[C@@H](CC(=O)Nc3ccc4c(c3)COC4)CC[C@@H]21,0,-1.8,102*,3,-2,4[16.7 µM],4,-2
C=CCC(NC(=O)c1ccc(C#N)cc1)C(=O)NCCC (stereo not given),-9,-1.0,6,x,3,x,6,9
Cc1noc(C)c1NC(=O)Nc1ccc2c(c1)CC(=O)N([C@@H](C)CO)C[C@H](C)[C@H](CN(C)C(=O)NC1CCCCC1)O2,x,-2.3,-17,8,x,0[16.7 µM],-5,4
COc1ccc(NC(=O)N(C)C[C@H]2Oc3ccc(NS(=O)(=O)c4ccc(OC)cc4)cc3C(=O)N([C@@H](C)CO)C[C@H]2C)cc1,1,-0.3,73*,-13,-1,-2[16.7 µM],x,4
CCOCCOC(=O)CCSc1n[nH]c(=O)[nH]c1=O,2,-2.1,19,-9,0,-4,x,-13
O=C(N/N=C/C1C(c2ccccc2)C1(Cl)Cl)c1cccc(Cl)c1 (stereo not given),0,x,x,-4,4,1,2,5
CC(=O)N1CCCc2cc(S(=O)(=O)NC(C(=O)NC(C)c3ccccc3)C(C)C)ccc21 (stereo not given),-2,x,-3,1,7,10,14,x
Cc1ccc(C)c(C(=O)COC(=O)c2ccc(C)c(S(=O)(=O)N3CCOCC3)c2)c1,3,3.4,21,2,-2,0,3,-17
O=C(NCc1ccccc1F)C1CCN(S(=O)(=O)c2ccccc2)CC1,0,0.3,8,x,4,x,12,-2
O=C(c1cc2ccccc2oc1=O)N(Cc1ccccc1)C1CCS(=O)(=O)C1 (stereo not given),0,x,-12,6,3,-8,-7,x
CN(Cc1ccccc1)C(=O)COc1ccc(Br)cc1Cl,x,-0.9,13,-6,x,-8,-3,-35
C=CCNC(=O)c1ccncc1,0,2.0,-4,0,3,-4,x,2
COc1ccc(CCNC(=O)COC(=O)c2cccs2)cc1OC,2,-7.1,-6,6,5,0,0,30
Cc1cccc(NC(=O)Nc2cccc(F)c2)n1,-1,x,-15,-5,0,21,x,x

# At a glance, part of the list above:
SMILES,Cneo AK release,F508del corr,C2C12 statin,PGC1a acetyl inh,PglD DTNB,miR-122 sensor,FN deposit inh,INS-1E GSIS act
C=CCC(NC(=O)c1ccc(C#N)cc1)C(=O)NCCC (stereo not given),-9,-1.0,6,x,3,x,6,9
Cc1noc(C)c1NC(=O)Nc1ccc2c(c1)CC(=O)N([C@@H](C)CO)C[C@H](C)[C@H](CN(C)C(=O)NC1CCCCC1)O2,x,-2.3,-17,8,x,0[16.7 µM],-5,4
COc1ccc(NC(=O)N(C)C[C@H]2Oc3ccc(NS(=O)(=O)c4ccc(OC)cc4)cc3C(=O)N([C@@H](C)CO)C[C@H]2C)cc1,1,-0.3,73*,-13,-1,-2[16.7 µM],x,4
CCOCCOC(=O)CCSc1n[nH]c(=O)[nH]c1=O,2,-2.1,19,-9,0,-4,x,-13
O=C(N/N=C/C1C(c2ccccc2)C1(Cl)Cl)c1cccc(Cl)c1 (stereo not given),0,x,x,-4,4,1,2,5
CC(=O)N1CCCc2cc(S(=O)(=O)NC(C(=O)NC(C)c3ccccc3)C(C)C)ccc21 (stereo not given),-2,x,-3,1,7,10,14,x
Cc1ccc(C)c(C(=O)COC(=O)c2ccc(C)c(S(=O)(=O)N3CCOCC3)c2)c1,3,3.4,21,2,-2,0,3,-17
O=C(NCc1ccccc1F)C1CCN(S(=O)(=O)c2ccccc2)CC1,0,0.3,8,x,4,x,12,-2
O=C(c1cc2ccccc2oc1=O)N(Cc1ccccc1)C1CCS(=O)(=O)C1 (stereo not given),0,x,-12,6,3,-8,-7,x
CN(Cc1ccccc1)C(=O)COc1ccc(Br)cc1Cl,x,-0.9,13,-6,x,-8,-3,-35
C=CCNC(=O)c1ccncc1,0,2.0,-4,0,3,-4,x,2
COc1ccc(CCNC(=O)COC(=O)c2cccs2)cc1OC,2,-7.1,-6,6,5,0,0,30
Cc1cccc(NC(=O)Nc2cccc(F)c2)n1,-1,x,-15,-5,0,21,x,x

# Later entries.
SMILES,Cneo AK release,F508del corr,C2C12 statin,PGC1a acetyl inh,PglD DTNB,miR-122 sensor,FN deposit inh,INS-1E GSIS act
CN1c2ccccc2-c2nc3ccccc3n2C1c1cccs1 (stereo not given),-4,-0.1,x,x,4,x,7,2
C[C@@H]1CCCCO[C@@H](CN(C)S(=O)(=O)c2cccs2)[C@@H](C)CN([C@@H](C)CO)C(=O)c2cc(NS(=O)(=O)c3cccs3)ccc2O1,0,0.8,x,6,-2,16[16.7 µM],0,-3
CCOC(=O)c1c(C)[nH]c(C)c1C(=O)COC(=O)c1cc(OC)c(OC)cc1OC,x,-3.4,x,-12,x,3,0,12
CC=Cc1ccc2n(c1=O)C[C@H]1[C@H](CO)[C@@H](C(=O)N[C@H](C)c3ccccc3)N(C)[C@@H]21 (mixture of isomers),-2,-0.4,6,4,1,8[16.7 µM],x,8
COC/C=C/C1=CC2=CC(=O)C(C)(OC(=O)C3CCCC3)C(=O)C2=CO1 (stereo not given),0,-0.9,0,-2,2,-3,-8,-19
O=C(c1ccc(Br)cc1)N(c1ccccn1)C1CCCCC1,x,-2.9,x,-9,x,x,2,-3
O=C(CCn1[nH]c(=O)c2ccccc2c1=O)OC1CCCCC1,4,0.3,33,-1,x,0,x,7
C/C(=N\Nc1nc(C(C)(C)C)cs1)c1ccc(O)cc1,-12,2.2,-7,-17,5,1,2,x
CN(Cc1ccc2c(c1)OCCO2)C(=O)CSc1ncnc2sccc12,1,2.4,-3,-16,-3,5,5,x
C[C@H](CO)N1C[C@H](C)[C@@H](CN(C)Cc2ccc(C(F)(F)F)cc2)Oc2ccc(NS(=O)(=O)c3cccs3)cc2CC1=O,2,4.6,u,-8,4,-1[16.7 µM],x,-32
CO[C@H]1CN(C)C(=O)c2cc(NC(C)=O)ccc2OC[C@@H](C)N(C(=O)Cc2cccnc2)C[C@H]1C,-4,-2.4,-21,2,15,x,-3,-1
C[C@@H]1CN([C@@H](C)CO)C(=O)c2cc(NC(=O)Cn3cnnn3)ccc2O[C@@H]1CN(C)Cc1ccc(C(=O)Nc2ccccc2N)cc1,3,-2.5,29,7,0,-4[16.7 µM],-7,8
COc1cccc(NC(=O)N2[C@H](CO)[C@H](c3ccccc3)[C@H]2CNCC(C)C)c1,-6,0.0,13,-9,-2,8[16.7 µM],-17,2
O=C(Cc1ccc([N+](=O)[O-])cc1)NC(C(=O)O)C(O)c1cccc([N+](=O)[O-])c1 (stereo not given),1,-0.5,20,-4,-1,-4,6,-10
COc1ccc2c(c1)[nH]c1c(=O)n(N)cnc12,0,-4.0,6,7,4,-1,-1,7
C=CCN(CC=C)S(=O)(=O)c1ccc(C(=O)Nc2sc3c(c2C(N)=O)CCCCC3)cc1,2,x,x,1,1,-9,2,47*
COc1ccc(CCNC(=S)N2CCC(C(=O)c3ccc(F)cc3)CC2)cc1OC,0,1.9,-18,-11,-1,x,-8,-2
Cc1ccc(S(=O)(=O)Nc2cccc3c2O[C@@H](CN(C)Cc2ccccc2)[C@@H](C)CN([C@@H](C)CO)C3=O)cc1,-4,-0.6,-12,-23,-1,32[16.7 µM],x,-14
CC1CC1C(=O)OCC(=O)NCc1ccc(Cl)cc1 (stereo not given),-2,x,-5,-55,x,-2,-6,x
Cc1cc(C(=O)N2CCc3ccccc3C2)no1,-2,-0.5,1,x,-8,x,x,9
Cc1ccc(S(=O)(=O)N(C)C[C@@H]2Oc3ccc(NC(=O)CCCCCC(=O)Nc4ccccc4N)cc3CC(=O)N([C@H](C)CO)C[C@H]2C)cc1,-2,-2.7,-2,-10,6,7[16.7 µM],x,5
CCN(CC)C(=S)SCC(=O)c1ccc(F)cc1,0,x,-3,1,-4,-5,0,x
CCC(=O)Nc1ccc2c(c1)C(=O)N(C)[C@@H]1CC[C@@H](CC(=O)NC3CCCC3)O[C@H]1CO2,-1,-5.4,2,4,0,-3[16.7 µM],-17,-6
CCCOc1cc(N(CC)CC)ccc1/C=C(/C#N)c1nc2ccc(C)cc2[nH]1,-2,34*,-130,-28,2,7,x,34
O=C(c1cnn(C(=O)c2ccco2)c1)c1ccccc1O,-1,0.4,-8,3,1,-15,3,6
CCCCn1c(N)c(N(CCC(C)C)C(=O)C2CSC3(C)CCC(=O)N23)c(=O)[nH]c1=O (stereo not given),0,2.4,1,-12,1,-2,-7,2
Cc1c(C(=O)NCc2ccc3c(c2)cc(C)n3C)cccc1[N+](=O)[O-],-2,-1.6,4,x,7,-6,4,8
COc1cc2[nH]c(=S)nc(NCc3cccs3)c2cc1OC,x,0.2,-4,-9,x,33,-22,-1

# Compound activity (PubChem BioAssay)
